Screening data as filed in PubChem BioAssay.
CCR6 antagonist: CCR6 (human) receptor antagonism; CHO-K1 CCR6 PathHunter beta-arrestin, luminescence, CCL20-stimulated; inhibition, % at 20 µM; P51684; 340,000 compounds, 0.49% hits;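 active means compounds whose inhibition of the agonist-driven luminescence signal at 20 µM reaches about 50%, limit read from the data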;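 further: cells stimulated with CCL20 at 14 nM final; plate controls were DMSO with CCL20 for no effect and DMSO without agonist for full effect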
Target sequence (P51684 whole entry, looked up): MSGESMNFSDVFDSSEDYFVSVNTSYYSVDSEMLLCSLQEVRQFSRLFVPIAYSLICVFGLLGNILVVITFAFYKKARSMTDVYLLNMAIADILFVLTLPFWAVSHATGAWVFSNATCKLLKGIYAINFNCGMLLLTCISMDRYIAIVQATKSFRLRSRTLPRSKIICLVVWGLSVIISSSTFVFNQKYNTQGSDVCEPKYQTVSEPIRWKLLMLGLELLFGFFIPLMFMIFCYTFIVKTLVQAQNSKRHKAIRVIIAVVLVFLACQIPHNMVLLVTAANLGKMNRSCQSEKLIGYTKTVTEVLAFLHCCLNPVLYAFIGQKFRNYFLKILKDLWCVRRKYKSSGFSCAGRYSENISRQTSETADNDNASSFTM
UPR CHOP act: apoptotic UPR (CHOP) activation. CHO-CHOP luciferase reporter, luminescence; percent of tunicamycin response over DMSO baseline. activation, % at 10 µM. 330,000 compounds, 0.34% hits;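 active means at 10 µM dose, activation of 40% or more, normalized to positive control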;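 further: 100% = tunicamycin at 10 µg/mL and 0% = DMSO alone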
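System: CHO-CHOP luciferase reporter cell line | Buffer or medium: F12 medium containing 10% fetal bovine serum | Doses: One dose, 10 µM in 0.5% DMSO | Times: 6 h compound exposure at 37 °C after overnight seeding | Signal: Luciferase luminescence | Read-out: % activation vs tunicamycin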
EBI2 block: EBI2 (human) antagonism; EBI2 beta-arrestin recruitment, luminescence, 7a,25-OHC stimulated; 360,000 compounds, 0.81% hits; P32249; AID 651636; inhibition, % at 5 µM; in the data active means inhibition above about 38%;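 further: enzyme fragment complementation signal reports receptor beta-arrestin coupling in cells; 0% = agonist plus DMSO wells and 100% = wells without agonist; some results beyond the cut were filed as inactive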
Target sequence (P32249 whole entry, looked up, the tested form may be a part): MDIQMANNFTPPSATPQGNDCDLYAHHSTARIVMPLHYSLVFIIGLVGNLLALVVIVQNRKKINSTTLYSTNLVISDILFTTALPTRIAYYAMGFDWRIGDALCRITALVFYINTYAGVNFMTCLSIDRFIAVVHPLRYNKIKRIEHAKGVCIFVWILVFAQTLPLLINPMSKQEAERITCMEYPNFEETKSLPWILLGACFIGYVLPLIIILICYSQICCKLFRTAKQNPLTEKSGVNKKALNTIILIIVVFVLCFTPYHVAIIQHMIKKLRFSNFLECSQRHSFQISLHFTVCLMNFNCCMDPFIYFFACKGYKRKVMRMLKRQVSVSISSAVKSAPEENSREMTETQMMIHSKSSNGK
697 NFkB inh: lowers PMA/ionomycin-induced NF-kB signal in 697 B cells; 697 B-cell NF-kB luciferase reporter, 16 h; inhibition, % at 4 µM; 330,000 compounds, 0.33% hits; in the data active means inhibition above about 35%
CXCR6 inh: blocks human CXCR6 beta-arrestin recruitment; CHO-K1 PathHunter CXCR6 beta-arrestin, luminescence; AID 602244; 360,000 compounds, 0.36% hits; inhibition, % at 20 µM; O00574; in the data active means inhibition above about 34%, passing the limit was not always enough;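 further: antagonist mode with CXCL16 agonist at 10 nM final; 0% = 10 nM CXCL16 with DMSO and 100% = unstimulated wells without agonist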
Target sequence (O00574 whole entry, looked up): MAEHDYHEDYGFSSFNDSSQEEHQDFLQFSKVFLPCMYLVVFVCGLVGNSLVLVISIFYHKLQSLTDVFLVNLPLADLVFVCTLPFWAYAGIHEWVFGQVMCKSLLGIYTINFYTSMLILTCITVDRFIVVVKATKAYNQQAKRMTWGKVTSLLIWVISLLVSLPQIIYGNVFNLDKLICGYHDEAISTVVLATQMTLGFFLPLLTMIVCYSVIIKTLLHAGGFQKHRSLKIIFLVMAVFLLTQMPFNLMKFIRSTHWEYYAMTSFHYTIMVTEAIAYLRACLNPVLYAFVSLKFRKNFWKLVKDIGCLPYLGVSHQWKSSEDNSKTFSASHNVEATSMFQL
Gli-Sufu block: blocks Gli-Sufu signaling in a luciferase reporter; 340,000 compounds, 0.74% hits; inhibition, % at 5 µM; AID 588413; Sufu-KO-LIGHT fibroblasts, Gli luciferase reporter luminescence;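 active means inhibition above about 55%, limit read from the data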;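 further: 0% = DMSO-treated cells and 100% = wells with medium but no cells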
UPR XBP1 act: activators of adaptive arm of unfolded protein response (XBP1) | CHO-XBP1 luciferase reporter, IRE1-XBP1 UPR activation, luminescence; percent of tunicamycin response, DMSO as zero | activation, % at 20 µM | 330,000 compounds, 0.33% hits | AID 463104;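 active means versus positive control, 20 µM dose yields 30% or more activation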;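 further: 100% = tunicamycin at 10 µg/mL and 0% = DMSO only wells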
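Material: CHO-XBP1 cells stably carrying IRE1-XBP1-driven luciferase reporter | Medium: F12 with 10% serum | Compound dosing: 20 µM single concentration, DMSO 1% | Incubation: Overnight seeding at 37 °C, 6 h compound treatment at 37 °C | Detection: Steady-Glo luminescence read | Read-out basis: % activation of reporter signal versus tunicamycin and DMSO controls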
Mdm2-MdmX inh: disrupts the human Mdm2-MdmX interaction; 330,000 compounds, 3% hits; inhibition, % at 8 µM; SaOS-2 split-luciferase Mdm2/MdmX complementation, luminescence; O15151+Q00987;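 active means inhibition of at least 50% at 8 µM in the primary screen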
Jurkat NFkB inh: inhibitors of the PMA/ionomycin-induced NF-kB reporter in Jurkat cells; 330,000 compounds, 0.53% hits; PMA/ionomycin-induced NF-kB luciferase reporter, luminescence; inhibition, % at 4 µM; in the data active means inhibition above about 50%
An asterisk follows results filed as active; . = no result given.

The first 2 records as a preview:
SMILES | CCR6 antagonist | UPR CHOP act | EBI2 block | 697 NFkB inh | CXCR6 inh | Gli-Sufu block | UPR XBP1 act | Mdm2-MdmX inh | Jurkat NFkB inh
NS(=O)(=O)c1ccc(NC(=S)NCc2ccc(Cl)cc2)cc1 | 10 | 0.1 | -2 | 0 | -12 | -6 | -1 | 11 | 8
COc1ccc(CCNC(=O)CCCCCNC(=O)N2CCn3c2nc2ccccc23)cc1OC | -14 | 1.2 | -7 | -2 | 5 | -1 | -5 | 5 | 16

Results, previewed entries included:
SMILES | CCR6 antagonist | UPR CHOP act | EBI2 block | 697 NFkB inh | CXCR6 inh | Gli-Sufu block | UPR XBP1 act | Mdm2-MdmX inh | Jurkat NFkB inh
NS(=O)(=O)c1ccc(NC(=S)NCc2ccc(Cl)cc2)cc1 | 10 | 0.1 | -2 | 0 | -12 | -6 | -1 | 11 | 8
COc1ccc(CCNC(=O)CCCCCNC(=O)N2CCn3c2nc2ccccc23)cc1OC | -14 | 1.2 | -7 | -2 | 5 | -1 | -5 | 5 | 16
FC(F)(F)Oc1ccc(NC(=S)Nc2ccccc2N2CCOCC2)cc1 | 8 | -1.0 | -12 | -4 | -3 | -1 | -3 | 18 | 7
COc1ccccc1C(C)NC(=O)Cc1ccc(S(=O)(=O)N2CCOCC2)s1 (configuration not stated) | 9 | -0.5 | 3 | 14 | -16 | 1 | -4 | 0 | 3
O=c1c2cc(NC(=S)NC3CCCCC3)ccc2nc2n1CCCCC2 | 4 | 0.9 | 4 | -14 | -5 | -13 | 9 | 18 | 0
C=CCn1c(SCC(=O)NC2CCCC2)nnc1-c1ccccn1 | 5 | 3.3 | -11 | -2 | 4 | -4 | -3 | 6 | 13
Cc1cc(NC(=O)CSc2nncn2N)no1 | -16 | 0.4 | -9 | 8 | 2 | -1 | -5 | 8 | 1
CCOC(=O)C(c1ccccc1)C(Nc1ccccc1)c1ccccn1 (configuration not stated) | 8 | 0.8 | -6 | 8 | 2 | 5 | -3 | -9 | 0
O=C(c1ccc(S(=O)(=O)N2CCCC2)cc1)N1CCN(Cc2ccc3c(c2)OCO3)CC1 | 5 | -0.1 | -7 | 13 | -4 | 6 | 1 | 22 | 5
CCOc1ccc(-c2nc(C#N)c(NC3CC3)o2)cc1 | 0 | 3.8 | 4 | -5 | 5 | -34 | 8 | -16 | -38
COc1ccccc1C1=NN(C(=O)c2ccccc2)C(c2ccc(Br)cc2)C1 (configuration not stated) | 21 | 4.0 | 4 | 3 | -8 | -2 | -10 | -9 | -28
CC(C)CN(C(=O)COC(=O)c1cc(=O)[nH]c2ccccc12)c1c(N)n(Cc2ccccc2)c(=O)[nH]c1=O | 2 | . | -1 | . | 6 | 9 | . | . | .

11 entries from above, in CSV form.
Compound,CCR6 antagonist,UPR CHOP act,EBI2 block,697 NFkB inh,CXCR6 inh,Gli-Sufu block,UPR XBP1 act,Mdm2-MdmX inh,Jurkat NFkB inh
COc1ccc(CCNC(=O)CCCCCNC(=O)N2CCn3c2nc2ccccc23)cc1OC,-14,1.2,-7,-2,5,-1,-5,5,16
FC(F)(F)Oc1ccc(NC(=S)Nc2ccccc2N2CCOCC2)cc1,8,-1.0,-12,-4,-3,-1,-3,18,7
COc1ccccc1C(C)NC(=O)Cc1ccc(S(=O)(=O)N2CCOCC2)s1 (configuration not stated),9,-0.5,3,14,-16,1,-4,0,3
O=c1c2cc(NC(=S)NC3CCCCC3)ccc2nc2n1CCCCC2,4,0.9,4,-14,-5,-13,9,18,0
C=CCn1c(SCC(=O)NC2CCCC2)nnc1-c1ccccn1,5,3.3,-11,-2,4,-4,-3,6,13
Cc1cc(NC(=O)CSc2nncn2N)no1,-16,0.4,-9,8,2,-1,-5,8,1
CCOC(=O)C(c1ccccc1)C(Nc1ccccc1)c1ccccn1 (configuration not stated),8,0.8,-6,8,2,5,-3,-9,0
O=C(c1ccc(S(=O)(=O)N2CCCC2)cc1)N1CCN(Cc2ccc3c(c2)OCO3)CC1,5,-0.1,-7,13,-4,6,1,22,5
CCOc1ccc(-c2nc(C#N)c(NC3CC3)o2)cc1,0,3.8,4,-5,5,-34,8,-16,-38
COc1ccccc1C1=NN(C(=O)c2ccccc2)C(c2ccc(Br)cc2)C1 (configuration not stated),21,4.0,4,3,-8,-2,-10,-9,-28
CC(C)CN(C(=O)COC(=O)c1cc(=O)[nH]c2ccccc12)c1c(N)n(Cc2ccccc2)c(=O)[nH]c1=O,2,.,-1,.,6,9,.,.,.

(continued)
SMILES | CCR6 antagonist | UPR CHOP act | EBI2 block | 697 NFkB inh | CXCR6 inh | Gli-Sufu block | UPR XBP1 act | Mdm2-MdmX inh | Jurkat NFkB inh
Cc1ccccc1NC(=O)Cc1nc(COC(=O)c2ccc(Cl)nc2)cs1 | 16 | 0.1 | 7 | 7 | 1 | -6 | 0 | 37 | 12
O=C(CNc1cccc(S(=O)(=O)N2CCCC2)c1)Nc1ccc(C(F)(F)F)cc1 | 6 | 0.4 | 10 | -53 | -12 | 33 | 1 | -2 | 1
C=CCn1c(SC(C)C(=O)Nc2ccc(F)c(F)c2F)nnc1C1CC1 (configuration not stated) | 1 | -0.3 | -7 | -10 | 0 | -2 | -1 | 2 | 10
COc1ccc(CN2C(=O)N(c3ccccc3)C(=O)C2CC(=O)Nc2ccccc2)cc1OC (configuration not stated) | 8 | 0.8 | -11 | 10 | 1 | -6 | -2 | -7 | -10
O=C(CSc1nnc(-c2cccnc2)n1-c1ccccc1)N1CCN(c2ccc(F)cc2)CC1 | -9 | -0.9 | 0 | 4 | 2 | 3 | -2 | 4 | 7
CCC1NC(=O)c2ccccc2N1c1cccc(Cl)c1 (configuration not stated) | 17 | -1.2 | 1 | -22 | 3 | 12 | 2 | 21 | -18
O=C(Nc1cccc(-c2nnc(-c3ccccc3)o2)c1)C1CCCO1 (configuration not stated) | -7 | 0.4 | 18 | -92 | -15 | -81 | -1 | 1 | -24
COc1ccc(OCC(=O)NC(=S)Nc2ccc(N3CCOCC3)c(Cl)c2)cc1 | 24 | 5.2 | 10 | -17 | 2 | 0 | -1 | -6 | -17
CC(C)c1ccc(N(CC(=O)NC2CCCCC2)C(=O)CNC(=O)c2ccco2)cc1 | 12 | 0.4 | -12 | 6 | 4 | 23 | 4 | 25 | 8
CCN(CC)CCCN(Cc1cc2cc(OC)ccc2[nH]c1=O)C(=O)Nc1ccc(F)cc1 | 7 | -0.8 | 1 | 30 | 8 | -3 | -3 | 12 | -29
Cc1noc(C)c1C(=O)Nc1ccc(F)cc1 | -3 | -0.1 | 16 | 16 | 2 | 1 | -2 | 11 | 14
O=c1c2ccccc2ncn1-c1cccc([N+](=O)[O-])c1 | 8 | 0.3 | -14 | 8 | -3 | 5 | -3 | 25 | 2
COc1ccc(CN2C(=O)c3ccccc3C2C(=O)NC2CCCCCC2)c(OC)c1 (configuration not stated) | 9 | . | 3 | . | 4 | 0 | . | . | .
CN1CCCCc2c1nc1ccccc1c2N (tested in a mixture with another compound) | 25 | -2.5 | 1 | 27 | 2 | 13 | -3 | 6 | -13
CN1CCOc2cc(S(=O)(=O)NCc3ccc(S(N)(=O)=O)cc3)ccc21 | 4 | -3.6 | 1 | 2 | 4 | -2 | -1 | 7 | -24
CCOC(=O)N1CCN(C(=O)c2ccccc2NS(=O)(=O)c2ccc(C)cc2)CC1 | 6 | 0.1 | 2 | 14 | 4 | 6 | -6 | 22 | 0
COc1ccc(C(=O)N/C(=C/c2cccnc2)C(=O)N2CCN(C)CC2)cc1OC | 5 | 1.4 | -6 | -10 | -6 | -5 | -5 | 8 | -7
N#Cc1cc(Oc2cccnc2)c(Oc2cccnc2)cc1C#N | -1 | 0.4 | -3 | -16 | -3 | 2 | -2 | 7 | -7
COC(c1ccccc1)c1nnc(CCC(=O)N(C)Cc2cccc(-n3cccn3)c2)o1 (configuration not stated) | 13 | 5.0 | 1 | -81 | 4 | 2 | 0 | -107 | -51
COc1ccc(Nc2nc(C)nc3c2oc2ccccc23)c(OC)c1 | 1 | 0.6 | 11 | -40 | 7 | 1 | 2 | 43 | -24
Cc1c(C(=O)OC/C(O)=C(\C#N)c2nc3ccccc3[nH]2)oc2ccccc12 | 16 | 0.5 | 1 | 25 | -12 | 6 | -1 | 23 | -7
COc1ccc(NC(=O)CSc2nccn2Cc2ccc(F)cc2)c(OC)c1 | -1 | 0.7 | 3 | -15 | 1 | 2 | -4 | 10 | 8
O=C1CCCN1CC(O)CS(=O)(=O)Cc1ccc(Cl)cc1Cl (configuration not stated) | 11 | -0.8 | -7 | -14 | 5 | -10 | -3 | 1 | 4
C/C(=N\N1CCN(c2ccccc2)CC1)c1ccncc1 | -3 | 0.8 | 0 | -18 | 3 | 1 | -1 | 4 | -10
CCOc1ccccc1-n1cnc(C#N)c1N | 2 | 0.8 | 0 | -1 | -2 | 14 | -2 | 4 | -3
CCCN(CCC)S(=O)(=O)c1ccc(NC(=O)C2CCCO2)cc1 (configuration not stated) | -1 | 0.2 | 3 | -24 | 5 | -6 | -5 | 21 | 1
COc1ccccc1C(=O)Nc1nnc(S(=O)(=O)N2CCCCC2)s1 | 4 | 3.8 | -14 | -12 | 1 | . | -2 | 14 | -15
COC(=O)CN1CCN(C(=O)c2ccco2)CC1 | 6 | -0.3 | -11 | -14 | 8 | 4 | 0 | -9 | -9
CCCCn1c(N)c(N(C(=O)CSc2nnc(C)n2-c2ccccc2)C2CCCC2)c(=O)[nH]c1=O | -2 | -0.6 | 8 | 9 | -2 | 1 | 0 | -6 | 5
O=C1CCCN1CC(O)CS(=O)(=O)Cc1ccc(Cl)cc1 (configuration not stated) | 5 | 1.3 | -4 | -5 | -7 | 12 | -3 | 0 | -6
CCOC(=O)Cc1csc(NC(=O)CSc2nnc(-c3ccc(OC)cc3)n2C)n1 | 14 | 0.2 | 1 | 15 | -2 | 3 | 3 | 12 | 13
N#CCC(=O)N1CCN(Cc2ccc3c(c2)OCO3)CC1 | 1 | 1.6 | 1 | 5 | 2 | 4 | 1 | -10 | 2
CC1(C)CC(=O)C2=C(C1)N(c1ccc(F)cc1)C(=O)NC2(C(F)(F)F)C(F)(F)F | -5 | -1.8 | -9 | 4 | -7 | 1 | 1 | -21 | -3
COc1cc2c(=O)n(Cc3ccccc3)c(=O)n(CC(=O)NCCc3ccccc3)c2cc1OC | 15 | -0.5 | -6 | -12 | 2 | 19 | -1 | 6 | 8
O=C(CCc1ccc(O)c(O)c1)N/N=C/c1cc2c(cc1[N+](=O)[O-])OCO2 | 2 | 3.8 | 7 | 0 | 3 | 9 | -2 | 21 | 18
Cc1cc(C(=O)COC(=O)c2ccc[nH]c2=O)c(C)n1-c1ccc(F)cc1 | 6 | -6.9 | -8 | -67 | 11 | -39 | -5 | 0 | -46
Cc1cccc(C)c1OCc1cc(C(=O)N2CCCCCCC2)no1 | 11 | 0.6 | 7 | -32 | 2 | -11 | -1 | 3 | -15
O=C(OCc1cn(-c2ccc(Cl)c(Cl)c2)nn1)c1ccccc1 | 19 | 0.8 | 1 | -3 | 5 | 6 | 3 | -24 | 7
CCOc1ccc(/C=N/NC(=O)c2c(C)n(C)c3ccc(OC)cc23)cc1 | 3 | 3.2 | 7 | 5 | 2 | -14 | 0 | 31 | 37
CCN(CC)CCCNC(=O)c1cc2c(=O)[nH]c3ccc(C)cc3c2s1 | 7 | 1.9 | -3 | -5 | 5 | 4 | -4 | 26 | -2
